High-throughput results deposited in PubChem by National Center for Advancing Translational Sciences (NCATS).
KDM5B inh = inhibitors of human KDM5B histone demethylase. 220,000 compounds, 2.6% hits. Q9UGL1. KDM5B demethylase, FDH-coupled NADH fluorescence (FDH is formaldehyde dehydrogenase). Potency, µM (doses to about 57.7 µM), without a hit: at the top dose activity change, negative = inhibition, most hits filed as inhibitors; active = well fitted inhibition curve with a large enough effect; inconclusive = small, poorly fitted or top-dose-only effect; inactive = no such curve, though single readings can be large or run the other way; note: 0% is about no effect; nearly all actives have a fitted effect of over 70% in size
Target sequence (Q9UGL1 whole entry, looked up): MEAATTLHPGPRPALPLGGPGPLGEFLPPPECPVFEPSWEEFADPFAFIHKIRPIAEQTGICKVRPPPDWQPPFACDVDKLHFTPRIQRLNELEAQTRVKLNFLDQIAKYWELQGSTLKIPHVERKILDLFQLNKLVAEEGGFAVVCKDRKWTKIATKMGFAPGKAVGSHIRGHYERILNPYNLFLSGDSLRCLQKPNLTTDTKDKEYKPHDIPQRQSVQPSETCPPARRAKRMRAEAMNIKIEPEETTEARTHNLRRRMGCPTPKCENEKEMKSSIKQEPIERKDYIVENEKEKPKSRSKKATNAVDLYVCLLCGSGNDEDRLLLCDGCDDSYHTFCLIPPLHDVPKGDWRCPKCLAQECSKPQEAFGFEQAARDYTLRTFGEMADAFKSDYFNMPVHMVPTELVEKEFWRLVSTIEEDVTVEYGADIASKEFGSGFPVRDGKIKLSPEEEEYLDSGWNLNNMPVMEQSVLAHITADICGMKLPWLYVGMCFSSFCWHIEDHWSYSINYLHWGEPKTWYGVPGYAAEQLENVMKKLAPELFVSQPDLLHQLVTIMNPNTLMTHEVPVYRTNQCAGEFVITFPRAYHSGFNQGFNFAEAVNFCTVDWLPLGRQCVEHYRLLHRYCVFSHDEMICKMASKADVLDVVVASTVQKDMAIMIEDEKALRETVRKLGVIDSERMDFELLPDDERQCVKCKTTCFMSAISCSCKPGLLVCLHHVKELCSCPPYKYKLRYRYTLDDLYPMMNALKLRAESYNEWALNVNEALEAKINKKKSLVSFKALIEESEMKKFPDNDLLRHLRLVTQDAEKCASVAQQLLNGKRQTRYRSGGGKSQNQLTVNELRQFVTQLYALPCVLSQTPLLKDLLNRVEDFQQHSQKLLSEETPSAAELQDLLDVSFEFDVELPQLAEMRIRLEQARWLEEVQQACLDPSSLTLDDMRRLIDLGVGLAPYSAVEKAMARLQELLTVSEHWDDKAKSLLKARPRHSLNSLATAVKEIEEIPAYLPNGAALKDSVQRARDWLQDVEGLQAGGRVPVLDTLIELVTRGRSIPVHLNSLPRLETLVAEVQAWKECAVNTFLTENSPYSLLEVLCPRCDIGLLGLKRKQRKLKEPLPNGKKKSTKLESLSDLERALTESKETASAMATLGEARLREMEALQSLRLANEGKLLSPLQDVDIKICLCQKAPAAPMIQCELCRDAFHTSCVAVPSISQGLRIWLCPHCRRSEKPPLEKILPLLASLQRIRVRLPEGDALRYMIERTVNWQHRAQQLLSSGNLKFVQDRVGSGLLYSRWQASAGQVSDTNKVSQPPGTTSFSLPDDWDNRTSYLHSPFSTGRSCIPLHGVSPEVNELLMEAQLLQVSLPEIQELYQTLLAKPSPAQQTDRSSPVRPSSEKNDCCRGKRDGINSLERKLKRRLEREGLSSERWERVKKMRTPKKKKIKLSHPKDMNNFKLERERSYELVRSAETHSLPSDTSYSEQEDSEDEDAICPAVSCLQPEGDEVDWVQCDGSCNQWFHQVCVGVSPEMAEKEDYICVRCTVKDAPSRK
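qHTS format, multiple compound concentrations. Buffer 50 mM HEPES pH 7.5/0.01% Tween-20; 200 nM KDM5BΔAP final; 10 min compound preincubation; substrate-mix levels 12.5 µM peptide, 25 µM α-KG, 0.25 mM NAD⁺; 30 min RT; ΔRFU.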
* hit, by the source's call; ? = inconclusive; [ ] = dose if it differs, or a comment. Potency is the fitted concentration of half-maximal effect. This is a subset, so the mix of outcomes need not match the whole.

SMILES	KDM5B inh
COc1ccc2c(-c3ccccc3)cc(SCC(=O)NCC(C)C)nc2c1	?
CC(=O)N1CCC([C@@H]2CN(Cc3ccc(C)s3)C[C@H]2CO)CC1	?
COc1ccc(C(=O)COc2ccc3c(c2)OCO3)cc1OC	9%
c1ccc(CC2=NOC3(CCN(Cc4ccccc4)C3)C2)cc1 (stereo not given)	32µM*
CCOc1ccccc1/C=N/NC(=O)c1nnn(-c2nonc2N)c1CN1CCC(C)CC1	21%
COc1c(C)cc(Br)cc1C(=O)Nc1ccc2oc(-c3cccnc3)nc2c1	12%
Cc1cc(C)c(CNC(=O)c2cc(-c3ccccc3C)cc3c2OCCN3C)c(=O)[nH]1	40µM*
Cc1ccc(NC(=O)CNCc2ccccc2Cl)cc1S(=O)(=O)N(C)C	?
COc1ccc(CN2C=C(C(=O)OCc3noc(C)n3)C(C)=NS2(=O)=O)cc1	11%
Cc1cc(C(=O)OCC(=O)c2cc(C)n(CCc3ccccc3)c2C)c2ccccc2n1	14%
COc1cccc(N2C(=O)Nc3ccc(Br)cc3C2(O)C(=O)NCCCOC(C)C)c1 (stereo not given)	17%
O=C(NC1CCCCC1)c1ccc2c(c1)sc1nc(-c3ccc(F)cc3)cn12	-19%
Cc1nn(-c2ccc(C(C)(C)C)cc2)c(C)c1[C@@H]1C=C[C@@H](NC(=O)COCC(=O)O)C1	20%[86.2 µM]
CCOC(=O)c1ccc(N2C(=O)c3n[nH]c(-c4ccco4)c3C2c2ccc(C(=O)OC)cc2)cc1 (stereo not given)	?
Cc1cc(OCC(=O)NC(C)C)c2c(C)cc(=O)oc2c1	?
O=C(Nc1cccc(-c2nc3cccnc3s2)c1)c1cccc(Br)c1	-17%
CCCCN(CCCC)CCNC(=O)c1cn(CC)c2ccc(S(=O)(=O)N(C)C3CCCCC3)cc2c1=O	?
Cc1cc(C[C@@H]2COC[C@@H]2NC(=O)C2CCN(C(=O)C3CC3)CC2)on1	6%
CCCCc1nn(CC(=O)N2CCCCCC2)c(=O)n1Cc1ccccc1	13%
CCc1ccc(C(=O)C(C)OC(=O)c2ccc3c(c2)CCCC3)cc1 (stereo not given)	-4%

Another view of 5 compounds above.
structure,KDM5B inh
CCOc1ccccc1/C=N/NC(=O)c1nnn(-c2nonc2N)c1CN1CCC(C)CC1,21%
CC(=O)N1CCC([C@@H]2CN(Cc3ccc(C)s3)C[C@H]2CO)CC1,?
Cc1nn(-c2ccc(C(C)(C)C)cc2)c(C)c1[C@@H]1C=C[C@@H](NC(=O)COCC(=O)O)C1,20%[86.2 µM]
O=C(Nc1cccc(-c2nc3cccnc3s2)c1)c1cccc(Br)c1,-17%
Cc1cc(C(=O)OCC(=O)c2cc(C)n(CCc3ccccc3)c2C)c2ccccc2n1,14%

Next records follow:
SMILES	KDM5B inh
C=CCCC(CN1CCOCC1)Oc1ccc(Cn2ccnc2)cn1 (stereo not given)	21%
Cc1cccc(NC(=O)C2CCN(S(=O)(=O)c3ccc(F)cc3)CC2)c1C	-8%
O=C1Nc2ccccc2CC12CCN(Cc1ccc(C(F)(F)F)cc1)CC2	-7%
N#Cc1cc(-c2ccccc2)nc(N2CCNCC2)n1	-25%
Cc1ccnc(N/C=C(/Cl)C(=O)C(F)(F)F)c1	-9%
CCN(CC(=O)Nc1ccccc1C(F)(F)F)C(=O)Cc1ccc2ccccc2c1	-6%
COCC(C)NS(=O)(=O)c1c(C)c(C)c(C)c(C)c1C (stereo not given)	14%
O=C(OCC(=O)c1c[nH]c2ccccc12)c1cc(S(=O)(=O)N2CCOCC2)ccc1F	-11%
CCCCOc1ccc(/C=C/C(=O)c2ccc(OC)c(CSCC(=O)O)c2)cc1	?
CC(C)(C)c1ccc(C(=O)NNc2ncnc3c2cnn3-c2ccccc2)cc1	-48%
CC(C)Cn1c(-c2ccncc2)nc2c1c(=O)[nH]c(=O)n2CC(C)C	-10%
Cc1cc(=O)n2[nH]c(NC(=O)c3cccc(Cl)c3)nc2n1	?
Cc1cc([N+](=O)[O-])ccc1N1C(=O)c2ccc(C(=O)Nc3ccccc3C(=O)O)cc2C1=O	-5%
c1c(CC2CCCCC2)nnn1[C@H]1CO[C@H]2[C@@H]1OC[C@@H]2NCC1CCCCC1	17%[86.2 µM]
CCC(C)[C@H](NC(=O)C1CCC(CNC(=O)[C@@H]2CCCN2C(=O)OC(C)(C)C)CC1)C(=O)O (stereo not given in full)	37%[activator]
O=C(c1ccccc1)N1CCN2C(=O)N(C3CCOCC3)C[C@H]2C1	30%[86.2 µM]
O=C(Nc1nccs1)C1=Cc2cc(Cl)ccc2OC=C1	8%
CCOc1cccc(NC(=O)C2CC(=O)N(CC)C(=Nc3ccc(F)cc3)S2)c1 (stereo not given)	-9%
COc1ccc(Oc2ccc(Oc3ccc(OC)cc3)cc2)cc1	19%
CC(C)c1noc(C(C)Sc2cc(C(N)=O)c3ccccc3n2)n1 (stereo not given)	-9%

Looked up by compound from above:
SMILES	KDM5B inh
Cc1nn(-c2ccc(C(C)(C)C)cc2)c(C)c1[C@@H]1C=C[C@@H](NC(=O)COCC(=O)O)C1	20%[86.2 µM]
COc1cccc(N2C(=O)Nc3ccc(Br)cc3C2(O)C(=O)NCCCOC(C)C)c1 (stereo not given)	17%
CCOC(=O)c1ccc(N2C(=O)c3n[nH]c(-c4ccco4)c3C2c2ccc(C(=O)OC)cc2)cc1 (stereo not given)	?
CC(C)Cn1c(-c2ccncc2)nc2c1c(=O)[nH]c(=O)n2CC(C)C	-10%

Remaining list, next part:
SMILES	KDM5B inh
O=C([C@@H]1C[C@H](F)CN1S(=O)(=O)Cc1ccccc1)N1CCOCC1	17%
Cc1ccc(NC(=O)c2ccccc2OCC(=O)Nc2ccccc2F)cc1S(=O)(=O)N(C)C	?
CN(C)C[C@@H]1CN(S(C)(=O)=O)C[C@H]1NC(=O)c1cscn1	?
O=C(Nc1ncc(Cc2cccc(Cl)c2Cl)s1)C1CCCO1 (stereo not given)	13%
O=C(NC1CCCC1)C(Sc1nc2ccccc2o1)c1ccccc1 (stereo not given)	19%
O=C(NCCc1ccc(Cl)cc1)c1nnc(Cc2ccc(Cl)cc2Cl)o1	-11%
CC1=C(C(=O)OC(C)C)C(c2cccnc2)c2c(nc(SCC(C)C)[nH]c2=O)N1 (stereo not given)	-23%
Nc1nc(N2CCN(Cc3ccccc3Cl)CC2)c2[nH]cnc2n1	19%
O[C@H]1CC[C@@H](Cc2cc(CN3CCOCC3)on2)O[C@@H]1CNCc1ccccc1Cl	53%[activator]
COC(=O)CC1CCN(C(=O)CC[C@H]2NC(=O)c3ccccc3NC2=O)CC1	43%[activator]
Cn1cc(CN2C[C@H](C(=O)NCc3cccnc3)C[C@H]2c2cccc(C(F)(F)F)c2)cn1	-6%
COC(=O)c1ccc(-c2noc(CN(C)CC3CCCCO3)n2)cc1 (stereo not given)	-2%
CCCCC1C2C(=O)N(c3ccc(C)cc3)C(=O)C2ON1c1ccccc1 (stereo not given)	12%
COCCN(CCOC)C(=O)[C@@H](C)C1CC[C@@]2(C)CC[C@H](NC(=O)COC)[C@@H](C)[C@@H]2[C@H]1O (stereo not given in full)	13%
O=C(O)c1cc(Cl)ccc1Br	18%
Cc1ccc(SCc2cc(=O)oc3c(C)c(C)ccc23)cc1	10%
COCc1nc(NCCCN2CCOCC2)cc(C2CC(N)C2)n1 (stereo not given)	-2%
CC(=O)N1CCN(S(=O)(=O)c2ccc(S(=O)(=O)N3CCCC(C)C3)cc2)CC1 (stereo not given)	6%
COc1cccc(NC(=O)CCCN(c2ccc(Cl)cc2)S(C)(=O)=O)c1	?
CCOc1cccc(CN(CCO)Cc2nccn2-c2ccc(OC)cc2)c1	1%

KDM5B inh, what is marked active above
SMILES	KDM5B inh
c1ccc(CC2=NOC3(CCN(Cc4ccccc4)C3)C2)cc1 (stereo not given)	32µM*
Cc1cc(C)c(CNC(=O)c2cc(-c3ccccc3C)cc3c2OCCN3C)c(=O)[nH]1	40µM*

3 entries from above, arranged by SMILES length, smallest number first:
SMILES	KDM5B inh
O=C(NCCc1ccc(Cl)cc1)c1nnc(Cc2ccc(Cl)cc2Cl)o1	-11%
COc1cccc(NC(=O)CCCN(c2ccc(Cl)cc2)S(C)(=O)=O)c1	?
Cc1ccc(NC(=O)c2ccccc2OCC(=O)Nc2ccccc2F)cc1S(=O)(=O)N(C)C	?

(further entries)
SMILES	KDM5B inh
Cc1cccc(OCC2(CNC(=O)C3CCCC3)C[C@@H](O)[C@@H](O)C2)n1 (stereo not given in full)	?
COCCn1c(Cc2ccccc2)nnc1SCC(=O)NC1CCCCC1	24%
CN1C(=O)Cc2cc(-c3csc(Nc4ccccc4)n3)ccc21	13%
CC1CN(C)CC(C)C1=O (stereo not given)	-10%
CC(C)n1nc(C(=O)OCC(=O)Nc2cc(Cl)ccc2Cl)c2ccccc2c1=O	-4%
Cc1cc(C)c2oc(C(=O)NCC(c3cccs3)N3CCOCC3)cc(=O)c2c1 (stereo not given)	30%[activator]
Cn1ccnc1C(OC(=O)CC12CC3CC(CC(Br)(C3)C1)C2)C(F)(F)F (stereo not given)	9%
Cn1cc(/C=C2/CC(=O)N(c3ccc(C(=O)O)cc3)C2=O)c2ccccc21	?
COc1ccc(CC(=O)NCC(=O)N/N=C/c2cc(Br)ccc2OC)cc1	?
COc1cccc(C(C(=O)NC(C)(C)C)N(Cc2ccc(F)cc2)C(=O)CCC(=O)Nc2cc(C)on2)c1OC (stereo not given)	-1%
COc1ccc(-c2cc(CC3(N(Cc4ccc(CO)o4)Cc4ccc(CO)o4)COC3)no2)cc1	-6%
CC(=O)N1CCN(Cc2nnc3cc(-c4nc(-c5ccccc5)no4)ccn23)CC1	6.3µM*
Cc1cc(C(=O)N/N=C/c2ccc([N+](=O)[O-])s2)c2ccccc2n1	-17%
Cn1cc(Cl)cc1C(=O)N[C@H](C1CCNCC1)C1CC(O)C1 (stereo not given in full)	-13%
CC(C)c1nc(N2CCN(C(=O)C(=O)NCCc3ccccc3)CC2)c(C#N)c2c1CCCC2	-30%
Cc1ccc([N+](=O)[O-])cc1NS(=O)(=O)c1cccs1	21%
O=C1CC(c2ccccc2)N(C(=O)CNC(=O)c2cc3ccccc3[nH]2)CCCCCCN1 (stereo not given)	?
Cc1cc(Cl)ccc1NC(=O)COc1ncnc2ccc(Br)cc12	2%
CC(=O)c1ccc(NC(=O)NCCNc2ccc(C#N)cn2)cc1	-6%
O=S(=O)(/C=C/CN1CCOCC1)c1ccc2ccccc2c1	13%
Cc1ccc(CN(C(=O)c2ccco2)c2ccc(CC(=O)N3CCOCC3)cc2)cc1	7%
COC(=O)c1ccc2c(c1)nc1n2[C@@H](CNC(C)=O)COC1	17%[86.2 µM]
COc1ccc(N(C)S(=O)(=O)c2ccc3c(c2)C(=O)Nc2cc(Cl)ccc2O3)cc1	13%
Cc1cccc(-n2ccnc2CN2CCC(CO)(Cc3ccccc3)CC2)c1	23%
OCCN(CC#CCC(O)(c1ccccc1)c1ccccc1)Cc1ccccc1	12%
CCOC(=O)c1cn(C)nc1S(=O)(=O)N1CCOCC1	-18%
CC(C)CCNc1nc(C(=O)Nc2ccc(Cn3cncn3)cc2)cs1	15%
CCOCC(=O)N1CCC(Oc2nccnc2N(C)C)C1 (stereo not given)	-12%
O=C(c1cc(C2CC2)nc2c1c(C1CCCN1)nn2-c1ccccc1)N1CCC(F)CC1 (stereo not given)	-19%[115 µM]
N#Cc1ccc(C(=O)N2CCc3[nH]nc(C(=O)NCCCc4ccccc4)c3C2)cc1	-1%
Cc1cnc(C)c(N2CCN(Cc3nc(-c4ccccc4)no3)CC2)n1	-2%
COc1ccccc1CNC(=O)C1CCN(Cc2nc(-c3ccc(Cl)cc3)oc2C)CC1	11%
CCCOc1ccc(Br)cc1/C=C(/C#N)C(=O)OC	3%
Cc1cc(=O)n(CC(=O)Nc2cccc(Cl)c2)c(N(C)Cc2ccccc2)n1	?
Cn1nc(C(=O)OCC(=O)Nc2ccc(Cl)cc2Cl)c2ccccc2c1=O	-2%
COC(=O)c1cccc(NC(=O)CC2C(=O)NCCN2C(=O)c2ccc(F)cc2F)c1 (stereo not given)	26%
Cc1ccc(SCc2nc(-c3ccc(C(=O)NCC(C)c4ccccc4)cc3)oc2C)cc1 (stereo not given)	?
CCOc1ccc(/C=C/C(=O)Nc2cccc3cccnc23)cc1OCC	-17%
CN(Cc1ccon1)C(=O)CC1C(=O)NCCN1Cc1cccc(Oc2ccccc2)c1 (stereo not given)	?
COc1ccc(C(=O)N2CCCC2C(=O)Nc2ccccc2Oc2cccnc2)o1 (stereo not given)	12%
Cc1ccc(Cn2c(C)c3cnn(CC(=O)NCc4ccccc4)c(=O)c3c2C)cc1	?
CCOC(=O)c1c(S(=O)(=O)N2CCCC(C(=O)NCc3ccc(Cl)cc3)C2)c(C)n(C)c1C (stereo not given)	-17%
CCOc1ccc(S(=O)(=O)NCc2ccccn2)cc1C	5%
CC1=C(C(=O)OC(C)C)C(c2ccc(O)cc2)C2=C(CCCC2=O)N1 (stereo not given)	?
O=C([C@@H]1C[C@H](F)CN1S(=O)(=O)c1ccc(Br)cc1)N1CCCCC1	10%
CC(=O)CC(C)(C)NC(C)=S	31%
CN(C)CC(=O)Nc1ccc(OC2CCN(C)CC2)nc1	-23%
Cc1noc([C@H]2CCN(C(=O)c3ccc4ccccc4n3)C[C@H]2NC(=O)C2CC2)n1	-10%
COc1cccc(OC(=O)c2ccc(Cl)cc2Cl)c1	13%
COc1ccc(CN2Cc3[nH]cnc3C[C@H]2c2nc(C(C)C)no2)cc1	?
COc1ccc(/C=C/c2ccc3cc(C)ccc3n2)cc1O	?
Cc1ccc2nc(Nc3nc(C(C)C)cc(=O)[nH]3)nc(C)c2c1	-4%
CNC(=O)N1CCC(C2CCN(C(=O)CSC)C2)CC1 (stereo not given)	4%
CN(C)C(=O)N1CCN([S+](=O)([O-])c2ccc(Cl)nc2)C(=O)C1	-6%[115 µM]
Cc1ccc(NCc2cccn2-c2nnc(N3CCC(C(=O)NC(C)C)CC3)s2)cc1	?
